High-throughput results from PubChem BioAssay.
TRPV1 agonist = agonists of human vanilloid receptor 1 (TRPV1) | 320,000 tested, 0.19% active | activation, % at 8.33 µM | AID 540275 | TRPV1-expressing cells, Fluo-8 calcium influx, agonist mode; in the data active = activation above about 80%; inconclusive = between about 30% and that limit; also: 0% is about no effect
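Cells expressing TRPV1 were dye-loaded with Fluo-8 and read kinetically: 10 s baseline, 3 min after compound (agonist portion), then 2 min after EC20 capsaicin (allosteric enhancer portion). Calcium-bound dye fluorescence at 480/520 nm.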
PKM2 act = increases activity of human pyruvate kinase M2; P14618; purified PKM2, Kinase-Glo ATP luminescence, activation; response scale: 0% is enzyme alone, no compound; Potency, µM (doses to about 57.5 µM), for inactives: top-dose activation, hits mostly activators; 260,000 tested, 0.34% active; AID 1631; also: potency is read from the fitted curve at half-maximal effect; % is scaled to controls: 0 for no effect and ±100 for the full control effect; nearly all actives have a fitted effect of over 55% in size
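ATP formation by purified human PK-M2, quantified via coupled luciferase luminescence after 1 h at room temperature with 0.1 mM ADP and 0.5 mM PEP final.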
hERG WT inh = blocks the wildtype human KCNH2 potassium channel; activity change, % at 1.84 µM; AID 720551; U2OS, BacMam KCNH2, thallium flux FluxOr; hits give low values; 340,000 tested, 0.37% active; Q12809;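 active = maximum activity change below -70%; inconclusive = maximum activity change between -70% and -50%; inactive = maximum activity change above -50%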; also: % is scaled to controls: 0 for no effect and ±100 for the full control effect
Target sequence (Q12809 whole entry, looked up): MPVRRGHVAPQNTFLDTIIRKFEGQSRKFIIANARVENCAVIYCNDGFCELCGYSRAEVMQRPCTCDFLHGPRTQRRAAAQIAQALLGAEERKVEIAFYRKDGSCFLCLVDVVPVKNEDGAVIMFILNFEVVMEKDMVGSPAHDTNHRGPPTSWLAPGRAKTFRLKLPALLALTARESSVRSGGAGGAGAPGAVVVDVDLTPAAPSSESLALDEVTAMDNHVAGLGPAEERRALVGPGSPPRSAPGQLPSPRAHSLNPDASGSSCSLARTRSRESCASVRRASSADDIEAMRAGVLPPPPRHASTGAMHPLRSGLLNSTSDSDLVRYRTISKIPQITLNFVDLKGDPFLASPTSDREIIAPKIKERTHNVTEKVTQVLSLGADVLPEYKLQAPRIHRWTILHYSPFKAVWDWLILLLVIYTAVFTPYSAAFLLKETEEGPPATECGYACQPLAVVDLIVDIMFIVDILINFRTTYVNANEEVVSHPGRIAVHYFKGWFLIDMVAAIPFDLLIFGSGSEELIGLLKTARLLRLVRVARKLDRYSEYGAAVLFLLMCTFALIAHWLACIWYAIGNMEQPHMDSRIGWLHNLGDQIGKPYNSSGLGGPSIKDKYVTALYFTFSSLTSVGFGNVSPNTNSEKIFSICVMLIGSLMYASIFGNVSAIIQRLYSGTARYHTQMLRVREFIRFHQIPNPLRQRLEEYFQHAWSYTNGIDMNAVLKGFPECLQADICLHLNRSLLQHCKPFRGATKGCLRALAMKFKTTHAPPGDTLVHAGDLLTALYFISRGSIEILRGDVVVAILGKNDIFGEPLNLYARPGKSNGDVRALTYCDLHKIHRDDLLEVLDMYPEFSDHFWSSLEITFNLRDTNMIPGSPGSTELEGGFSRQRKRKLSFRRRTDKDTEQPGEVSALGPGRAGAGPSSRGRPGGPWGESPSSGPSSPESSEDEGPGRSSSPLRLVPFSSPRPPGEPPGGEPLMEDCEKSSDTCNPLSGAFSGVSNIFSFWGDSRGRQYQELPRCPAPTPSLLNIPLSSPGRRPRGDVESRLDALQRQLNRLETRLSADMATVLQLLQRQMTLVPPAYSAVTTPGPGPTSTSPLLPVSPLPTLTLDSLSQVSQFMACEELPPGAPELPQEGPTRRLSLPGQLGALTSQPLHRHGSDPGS
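U2OS cells transduced with wild-type KCNH2 virus are loaded with FluxOr dye for 45 min, and thallium flux is measured in kinetic reads before and after stimulation buffer. Rate constants are normalized to DMSO controls.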
GALK inhibitor = blocks human galactokinase activity | Purified GALK, Kinase-Glo residual ATP luminescence | Potency, µM (highest dose often 57.5 µM), inactives show at the top dose activity change, negative = inhibition, actives largely listed as inhibitors | 270,000 tested, 0.007% active | AID 1868; also: potency is read from the fitted curve at half-maximal effect; % is scaled to controls: 0 for no effect and ±100 for the full control effect
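Quantitative HTS: GALK 5 nM, ATP 35 uM, galactose 100 uM, 1 h room temperature, then luciferase-based ATP detection.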
B2AR arrestin = beta2AR (human) beta-arrestin recruitment activity. P07550. beta-arrestin recruitment to beta2AR, cell-based reporter. Potency, µM (highest dose often 46.1 µM), without a hit: top-dose activation, hits mostly activators. 330,000 tested, 0.02% active. AID 492947;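 also: potency is read from the fitted curve at half-maximal effect; 0% = DMSO controls and full agonism = EC100 isoproterenol or metaproterenol; nearly all actives have a fitted effect of over 65% in size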
KCNH2 3.1 inh = inhibitors of human KCNH2 3.1 potassium channel isoform; U2OS KCNH2 3.1, thallium flux FluxOr; hits give low values; 340,000 tested, 0.95% active; activity change, % (tested at about 1.8 µM); AID 720553;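 active = maximum activity change below -70%; inconclusive = maximum activity change from -70% to -50%; inactive = maximum activity change above -50%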;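 also: thallium influx rate constant from kinetic fluorescence after stimulation buffer; % is scaled to controls: 0 for no effect and ±100 for the full control effect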
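Virally transduced U2OS (3.1 isoform, 4 h infection in dark at RT) → overnight 37 C → FluxOr + Red40 in HBSS/HEPES, 45 min → stimulation buffer, 2 min kinetic read → rate constant vs DMSO controls.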
USP2a block = inhibitors of human ubiquitin-specific protease USP2a | O75604 | USP2 core, Ub-CHOP2 coupled fluorogenic reporter, 485/531 | Potency, µM (highest dose often 38.3 µM), without a hit: at the highest dose activity change, negative = inhibition, hits mostly inhibitors | 330,000 tested, 0.01% active | AID 463254;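 also: potency is read from the fitted curve at half-maximal effect; plate controls were DMSO wells for no effect and full inhibition by NEM control for full effect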
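Deubiquitinase activity read as fluorescence (485/531 nm) after Ub-CHOP2 cleavage activates the enterokinase reporter on its substrate; USP2 core 10nM, Ub-CHOP2 and substrate 25nM each, 30min compound preincubation then 60min RT; data normalized to NEM, curves fitted.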
Menin-MLL TR inh = displaces Texas Red mutant MLL peptide from human menin | Menin + Texas Red MLL mutant peptide, fluorescence polarization | Potency, µM (top dose mostly 61.6 µM), without a hit: at the highest dose FP activity change, negative = inhibition, usual class: inhibitors | 270,000 tested, 0.23% active | AID 1768; active = well fitted inhibition curve with a large enough effect in the polarisation, with a control signal flat, not every such curve was filed as active; inconclusive = small, poorly fitted or top-dose-only effect, or effect the other way, or a change in a side signal; inactive = no such curve, though single readings can be large or run the other way; the % refers to the polarisation; also: potency is read from the fitted curve at half-maximal effect; % of control where 0% means no effect; many of its hits are not listed in these tables
FBPA coupling cs = coupling enzyme interference in Giardia aldolase counter-screen. coupling enzyme system counterscreen, AmpLite Red fluorescence. activity change, negative = inhibition, % at 58.2 µM, hits read low. 290,000 tested, 0.67% active. AID 2472; in the data active = activity change below about -30%; also: % is scaled to controls: 0 for no effect and ±100 for the full control effect
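Coupling enzymes only (glyceraldehyde-3-phosphate) + compound, at 57.5 uM final, 10 min RT; add substrate/coupling/AmpLite Red mix, 20 min RT; fluorescence ex 525/em 598 nm. Actives flag coupling-system interference.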
MLL CXXC-DNA inh = blocks binding of human MLL CXXC domain to DNA. Q03164. MLL-CXXC / FITC-HOXA9 DNA fluorescence polarization. Potency, µM (titrated, usually from 115 µM), for the others: top-dose activity change, negative = inhibition, actives largely listed as inhibitors. 290,000 tested, 0.037% active; active = well fitted inhibition curve with a large enough effect in the polarisation, with a control signal flat, not every such curve was filed as active; inconclusive = small, poorly fitted or top-dose-only effect, or effect the other way, or a change in a side signal; inactive = no such curve, though single readings can be large or run the other way; the % refers to the polarisation; also: potency is read from the fitted curve at half-maximal effect
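Purified MLL-CXXC (added from a 7 uM solution) was preincubated 5 min at ambient with pinned compounds in 50 mM Tris-HCl pH 7.5, 50 mM NaCl, 1 mM DTT, 0.05% BSA. Fluorescein-labeled HOX-A9 DNA (50 nM solution) followed, 30 min, then polarization read.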
Giardia kill = kills Giardia lamblia; Giardia lamblia trophozoite viability; 340,000 tested, 0.15% active; activity change, % at 7.66 µM, hits read low; in the data active = activity change below about -80%; inconclusive = between about -30% and that limit;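 also: parasites exposed to compound for two days anaerobically before the ATP read; % is scaled to controls: 0 for no effect and ±100 for the full control effect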
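Trophozoites 100 cells/well + cpd; 48 hrs, 37 deg C, anaerobic. ATPLite 1-Step added, 15-30 min RT, luminescence read (ATP-based viability).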
Active calls of the source: *; i = inactive; ? = inconclusive; / = no result given; [ ] = another dose, or the depositor's remark. Unless noted, calls follow the shape of the dose curve; as a rule, active = well fitted curve in the direction sought with a large enough effect; inconclusive = small, poorly fitted or top-dose-only effect, or another doubt; inactive = no such curve, though single readings can be large; an effect the other way counts as inactive or inconclusive. A portion of the library, so the mix of outcomes need not match the whole.

structure	TRPV1 agonist	PKM2 act	hERG WT inh	GALK inhibitor	B2AR arrestin	KCNH2 3.1 inh	USP2a block	Menin-MLL TR inh	FBPA coupling cs	MLL CXXC-DNA inh	Giardia kill
COc1nc(N)c(S(=O)(=O)c2ccc(C)cc2)cc1C#N	27	-1%	-11	0%	-0.2%	4	2%	5%	0	27%	-12
Cc1nnc(SCC(=O)N(C(C)C)C(C)C)[nH]c1=O	-1	-9%	-9	1%	0.1%	1	3%	-2%	1	-3%	2
CCN(CC(=O)Nc1ccc(NC(C)=O)cc1)C(=O)/C=C/c1c(C)nn(-c2ccc(F)cc2)c1C	-3	-5%	-9	5%	0.2%	/	-2%	/	/	0%	3
CCCS(=O)(=O)N1CCC(C(=O)NCc2cccnc2)CC1	22	-1%	3	-1%	-0.1%	-1	0%	0%	3	-10%	9
Cc1sc(NC(=O)CSc2nnnn2C2CCCCC2)c(C#N)c1C	4	-2%	-7	-1%	-0.3%	1	5%	-2%	2	2%	-17
CS(=O)(=O)N1CCN(c2ncnc3c2cnn3-c2ccccc2)CC1	1	0%	0	-2%	-0.9%	20	0%	6%	0	-4%	-7
COc1cc(/C=C2/NC(=O)NC2=O)cc(Br)c1OCc1cccc(C(=O)O)c1	19	0%	-9	-2%	0.2%	-26	-3%	13%	13	5%	26
Cc1cc(C)c(S(=O)(=O)N(C)CC(=O)NCCCn2ccnc2)c(C)c1	11	/	-2	-2%	-1.1%	9	4%	-9%	3	1%	15
C/C(=N\NC(=O)CN1CCN(S(=O)(=O)c2ccc(C)cc2)CC1)c1ccncc1	3	-4%	-1	0%	-0.5%	-39	0%	/	-1	-5%	-19
O=C(CN1CCC(n2nnc3cc(F)ccc32)CC1)NC1CC1	1	-2%	-2	-2%	-0.9%	-8	-3%	6%	0	-1%	-7
CC(C)CCn1cnc2c(NCc3ccccc3)ncnc21	20	-6%	1	2%	-0.1%	-10	-1%	2%	-3	?	-2
COCCN(Cc1ccccc1)C(=O)C1CCN(S(=O)(=O)c2ccc3c(c2)OCCO3)CC1	3	/	5	/	-0.1%	11	-1%	/	/	/	9
CS(=O)(=O)c1ccc(C(=O)N(CCc2ccccc2)Cc2ccccc2)cc1	-3	-6%	-3	3%	-0.2%	2	1%	/	/	-1%	?
Cc1ccc2c(C)c(C(=O)N3CCN(Cc4ccc5c(c4)OCO5)CC3)oc2c1C	?	/	4	-4%	0.3%	-4	-10%	?	1	3%	-2
CCCc1nc(NCc2ccncc2)c2nnn(Cc3ccccc3F)c2n1	?	2%	-5	-1%	-0.3%	-13	-8%	3%	3	14%	-12
Cc1nn(C)cc1CNC(=O)c1ccc(Br)o1	2	15%	-7	4%	-1.3%	-5	?	2%	4	6%	-6
COC(=O)c1scc(C)c1S(=O)(=O)Nc1ccc(C)cc1	19	-6%	6	4%	?	24	-2%	/	-24	-11%	21
O=C(NC1CCCC1)C1CCN(C(=O)c2cccc(Cl)c2)CC1	1	/	2	-3%	-0.2%	8	1%	9%	2	24%	-8
O=S(=O)(O)c1cc(OS(=O)(=O)c2ccccc2)cc2ccccc12	-5	-2%	-5	4%	0.1%	1	0%	4%	8	-15%	-8
C[C@H](NC(=O)c1nc[nH]c1C(=O)N[C@@H](CCCCNC(=O)OC(C)(C)C)C(=O)OC(C)(C)C)C(=O)OCc1ccccc1	4	1%	-4	/	3.0%	15	-13%	-8%	-5	-11%	1
Cc1ccc(C)c(NS(=O)(=O)c2ccccc2C)c1	2	/	2	0%	0.0%	7	3%	/	/	-9%	-5
CCCN(C(=O)C1CC(=O)N(c2ccccc2C(C)CC)C1)C1CCS(=O)(=O)C1 (stereo not given)	0	/	9	/	0.2%	7	-3%	/	/	/	10
COc1cc(SC)ccc1C(=O)OCC(=O)NC1CC1	1	?	-22	12%	-0.1%	-2	1%	4%	-1	5%	0
C#CCSc1nc2[nH]ncc2c(=O)[nH]1	-5	26%	3	1%	-0.1%	6	-1%	-6%	0	-9%	6
Cc1cc(S(=O)(=O)n2cnc3ccccc32)c(C)cc1Cl	-1	-3%	9	0%	-0.5%	0	0%	6%	7	39%[activator]	-6
COCCN(Cc1cc2cc3c(cc2nc1Cl)OCO3)C(=O)Nc1ccccc1OC	6	-1%	-5	3%	0.5%	-12	2%	-14%	6	11%	17
O=S(=O)(Nc1ccc2c(c1)OCO2)c1ccc(Cl)cc1F	0	/	-2	/	-0.3%	-7	-1%	/	/	/	?
O=C(O)c1cc(-c2ccc(/C=N/N3C(=O)C4C5C=CC(C6CC56)C4C3=O)o2)ccc1Cl (stereo not given)	-7	-14%	-13	2%	-1.2%	1	4%	-5%	5	-12%	3
Cn1cccc1CC(=O)N/N=C\c1cccs1	2	5%	-3	-1%	-0.1%	-2	-3%	12%	6	1%	2
Cc1ccc(/C=C/C(=O)NC(=S)Nc2ccc(S(=O)(=O)Nc3cc(C)on3)cc2)cc1	-7	8%	-37	3%	-0.3%	3	1%	34%[activator]	1	3%	7

Next part
structure	TRPV1 agonist	PKM2 act	hERG WT inh	GALK inhibitor	B2AR arrestin	KCNH2 3.1 inh	USP2a block	Menin-MLL TR inh	FBPA coupling cs	MLL CXXC-DNA inh	Giardia kill
CCc1cc2c(=O)c(-c3nc4ccccc4[nH]3)coc2c(CN2CCCCC2)c1O	?	-1%	-3	-2%	0.1%	-2	-1%	/	-9	-22%	14
Cc1ccc(C)c(-n2nnnc2SCC(=O)NCCC2=CCCCC2)c1	26	-3%	3	1%	0.2%	-2	-1%	-25%	0	-3%	-13
COc1ccccc1OCC(=O)N/N=C/c1c(O)ccc2ccccc12	-5	-1%	/	-10%	0.5%	/	2%	/	/	70%[activator]	/
C/C(N)=C(/C#N)C(=O)CSc1nnc(-c2ccccc2Br)o1	4	5%	20	-4%	2.9%	-10	-2%	/	2	4%	3
Cc1c(C#N)c2ncn(Cc3ccccc3)c(=O)c2n1-c1ccccc1	4	0%	-6	-2%	0.2%	-16	-2%	-17%	1	11%	4
CCCC/C(O)=C1\C(=O)CCCC1=NCCc1c(C)[nH]c2ccccc12	11	1%	5	/	-0.5%	4	1%	/	-1	4%	12
CC1=Nc2cc(C(=O)O)ccc2Sc2ccc(C)cc21	1	2%	-1	0%	-0.2%	5	-1%	-8%	15	-8%	7
C=CCNC(=O)c1cc(Cl)ccn1	-2	1%	i	-3%	-0.1%	9	1%	6%	1	4%	34[activator]
Oc1ccc(NC(=S)N=Nc2c(O)[nH]c3ccccc23)cc1	-3	17%	-1	-1%	-0.3%	-2	-2%	46%[activator]	2	14%	-7
CC(=O)Nc1ccc(S(=O)(=O)N2CCC(c3nnc(-c4ccc(C)cc4)o3)CC2)cc1	-3	10%	9	/	?	-137*	0%	13%	0	/	25
Cc1ccc(-c2nn(Cc3ccccc3)cc2C(=O)N2CCN(c3ccccn3)CC2)cc1	19	/	2	/	-0.6%	7	-2%	/	/	/	1
CCCCNS(=O)(=O)c1ccc2nc(-c3cccnc3)cc(C(=O)NCCCOCC)c2c1	-3	4%	/	0%	0.4%	/	3%	-20%	0	10%	/
Cn1c(SCC(=O)c2ccc3c(c2)NC(=O)CO3)nc2ccccc21	-4	3%	-25	-1%	-0.1%	-1	0%	8%	1	3%	13
Cc1cc(-c2ccccc2)nc(N/N=C/c2ccc([N+](=O)[O-])cc2)n1	2	-1%	-17	1%	-0.5%	13	1%	?	0	?	-13
COc1cccc(NC(=O)Nc2ccncc2)c1	?	-3%	5	-2%	-1.0%	-1	2%	-28%	-2	37%[activator]	1
CCC(=O)Nc1cccc(Br)c1	2	0%	18	5%	0.0%	18	0%	-5%	0	0%	-8
CC(C)c1ccc(S(=O)(=O)N2CCCCC2)cc1	28	-3%	6	6%	-0.1%	19	3%	2%	1	19%	-11
COc1ccc(N2C(=O)CS/C2=C\[N+](=O)[O-])cc1	2	14%	8	-1%	-0.3%	0	-8%	?	-6	-1%	-2
CCOC(=O)N/N=C/c1c(C)c(C(=O)c2ccc(F)cc2)n2ccccc12	0	18%	-4	-2%	-0.3%	2	-1%	-9%	-7	-3%	8
O=C(NCc1ccccc1)C1CCCN(S(=O)(=O)c2cccnc2)C1 (stereo not given)	8	-3%	3	-1%	-1.1%	13	2%	-20%	1	-5%	6
CC(CCc1ccccc1)NC(=O)COc1ccc(S(=O)(=O)N2CCOCC2)cc1[N+](=O)[O-] (stereo not given)	4	-3%	1	0%	0.4%	15	1%	12%	-1	0%	12
COc1ccc(CNC(=O)c2coc(=O)c3ccccc23)cc1	-1	/	-8	12%	0.3%	-10	2%	0%	0	-4%	-7
CC(=O)c1c(C)nc2cc(Cl)ccc2c1N	5	9%	28	2%	0.3%	-5	6%	7%	-1	-6%	-11
